# beta cell repl: MIN6 beta-cell proliferation induction | proliferation, % at 10 µM | 330,000 tested, 0.29% active | AID 2380 | MIN6 cells proliferation, ATPlite luminescence, 48 h; cells starved in 0.2% serum; 100% = growth in 10% serum;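 active means compounds whose signal lies at least 3.5 SD above the mean of all wells on their plate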;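 further: 0% = DMSO-treated cells in low-serum medium and 100% = 10% serum control; some compounds called inactive have numbers as strong as hits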
# MPTP inh: blocks calcium-induced mitochondrial swelling; isolated mouse mitochondria, Ca2+ swelling absorbance, 30 min; inhibition, % at 10 µM; 360,000 tested, 1.4% active; AID 602449;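 active means inhibition of 50% or more, scaled per plate between neutral and stimulator controls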;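 further: 0% = DMSO wells given calcium and 100% = 1 mM EGTA wells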
# A3A deaminase: human APOBEC3A DNA deaminase inhibition | P31941 | recombinant A3A, FAM/TAMRA ssDNA deamination fluorescence | inhibition, % at 20 µM | 330,000 tested, 0.41% active;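 active means at least 40% inhibition at 20 µM here, with at most 30% in a related deaminase screen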;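 further: plate controls were A3A with DMSO for no effect and wells lacking A3A enzyme for full effect; some results filed as inactive read as strong as hits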
# Target sequence (P31941 whole entry, looked up): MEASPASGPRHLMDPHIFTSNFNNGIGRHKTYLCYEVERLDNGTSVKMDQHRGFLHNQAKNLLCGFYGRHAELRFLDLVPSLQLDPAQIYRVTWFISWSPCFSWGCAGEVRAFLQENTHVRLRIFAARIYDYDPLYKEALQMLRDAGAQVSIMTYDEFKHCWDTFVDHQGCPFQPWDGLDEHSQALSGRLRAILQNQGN
# hIAP block: blocks human intestinal alkaline phosphatase. 330,000 tested, 0.12% active. inhibition, % at 10 µM. P09923. purified IAP, CDP-Star luminescence, 30 min;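 active means inhibition reaching a set limit with compound at 10 µM in the primary screen, cut at about 35% in these data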;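 further: plate controls were DMSO wells with enzyme for no effect and no-enzyme buffer wells for full effect; values of inactives mirror those of a sister screen read the other way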
# Target sequence (P09923 whole entry, looked up): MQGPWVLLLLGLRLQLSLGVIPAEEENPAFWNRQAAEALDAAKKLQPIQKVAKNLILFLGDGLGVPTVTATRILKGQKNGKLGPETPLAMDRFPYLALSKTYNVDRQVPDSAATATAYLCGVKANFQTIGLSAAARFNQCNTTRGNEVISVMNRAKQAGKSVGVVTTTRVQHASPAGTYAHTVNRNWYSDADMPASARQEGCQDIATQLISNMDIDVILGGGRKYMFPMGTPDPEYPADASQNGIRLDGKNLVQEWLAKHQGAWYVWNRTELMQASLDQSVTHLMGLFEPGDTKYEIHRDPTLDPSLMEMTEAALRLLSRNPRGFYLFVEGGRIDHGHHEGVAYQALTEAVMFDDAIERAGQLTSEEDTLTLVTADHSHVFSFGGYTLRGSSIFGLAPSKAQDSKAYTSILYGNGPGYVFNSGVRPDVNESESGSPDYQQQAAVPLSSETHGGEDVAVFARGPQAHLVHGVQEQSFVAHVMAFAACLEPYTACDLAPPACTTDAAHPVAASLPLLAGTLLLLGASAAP
# NR3A LBD binder: modulators (binders) of human NR3A ligand-binding domain. NR3A LBD differential scanning fluorimetry, Tm shift; 0% = protein alone, 100% = glycine-bound protein. Tm shift relative to glycine control, % at 25 µM. 340,000 tested, 2.5% active. AID 1259313;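 active means melting temperature shift of at least 10% of the positive control shift, at one fixed dose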
# hIAP activ: human IAP activation. P09923. purified human IAP, CDP-Star luminescence, 30 min; hits give high values; 1 = vehicle-only enzyme, 0 = enzyme-free background. activation factor at 10 µM. 330,000 tested, 0.16% active. AID 2524;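 active means activation factor of the enzyme at least 2-fold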; further: the source names both 10 and 20 µM as test concentration; values of inactives mirror those of a sister screen read the other way
# mIAP activ: mouse IAP activation; muIAP, CDP-Star luminescence, 30 min; hits give high values; 1 = vehicle-only enzyme signal, 0 = enzyme-free wells; activation factor at 10 µM; 330,000 tested, 0.24% active; AID 2805;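 active means activation factor of at least 2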; further: the source names both 10 and 20 µM as test concentration; values of inactives mirror those of a sister screen read the other way
#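 System: Mouse IAP enzyme | Also added: CDP-Star substrate | Dosing: Compounds dispensed in DMSO | Schedule: 30 min enzyme-substrate-compound incubation at room temperature | Technique: Chemiluminescence readout | Control set: DMSO-only wells and no-enzyme negative control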
# APOBEC3G inh: APOBEC3G (human) deaminase inhibition | Q9HC16 | recombinant A3G, ssDNA deamination FAM/TAMRA fluorescence | inhibition, % at 20 µM | 330,000 tested, 0.28% active;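 active means inhibition of at least 40% at 20 µM, with no more than 30% in the related APOBEC3A deaminase screen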;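 further: plate controls were DMSO wells with A3G for no effect and wells lacking A3G enzyme for full effect; some compounds called inactive have numbers as strong as hits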
# Target sequence (Q9HC16 whole entry, looked up): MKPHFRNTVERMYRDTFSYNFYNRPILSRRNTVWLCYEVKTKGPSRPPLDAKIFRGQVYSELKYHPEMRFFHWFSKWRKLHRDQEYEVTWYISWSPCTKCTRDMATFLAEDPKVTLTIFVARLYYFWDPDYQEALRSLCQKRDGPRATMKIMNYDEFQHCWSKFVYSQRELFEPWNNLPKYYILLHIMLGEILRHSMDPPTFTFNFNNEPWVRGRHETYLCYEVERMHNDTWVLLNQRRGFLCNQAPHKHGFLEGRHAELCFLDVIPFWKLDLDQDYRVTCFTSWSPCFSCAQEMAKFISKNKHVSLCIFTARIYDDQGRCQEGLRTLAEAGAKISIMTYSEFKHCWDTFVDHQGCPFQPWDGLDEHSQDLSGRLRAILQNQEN
# mIAP inh: mouse IAP inhibition. purified mouse IAP, CDP-Star luminescence, 30 min. 330,000 tested, 0.2% active. inhibition, % at 10 µM;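 active means inhibition of at least 40% at 10 µM in the primary screen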;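 further: plate controls were DMSO with enzyme for no effect and no enzyme wells for full effect; values of inactives mirror those of a sister screen read the other way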
# * marks the source's active call; other numbers are inactive results; · = no result given.
# Start of the listing, in advance:
SMILES,beta cell repl,MPTP inh,A3A deaminase,hIAP block,NR3A LBD binder,hIAP activ,mIAP activ,APOBEC3G inh,mIAP inh
CCn1c(C(=O)NC2CCC(C)CC2)cc2sccc21 (stereo unspecified),-2,1.8,-4,17,2,0.83,1.1,-5,-6
CC1CCN(C(=O)CSc2nc3[nH]ncc3c(=O)[nH]2)CC1,-1,-1.5,10,8,-1,0.93,1,-1,-3
Cc1ccc(S(=O)(=O)N(C)c2ccc(OC(=O)CN3C(=O)NC4(CCCC4)C3=O)cc2)cc1C,1,-1.1,3,-2,-2,1,1,-3,-3

# The list itself, from the start:
SMILES,beta cell repl,MPTP inh,A3A deaminase,hIAP block,NR3A LBD binder,hIAP activ,mIAP activ,APOBEC3G inh,mIAP inh
CCn1c(C(=O)NC2CCC(C)CC2)cc2sccc21 (stereo unspecified),-2,1.8,-4,17,2,0.83,1.1,-5,-6
CC1CCN(C(=O)CSc2nc3[nH]ncc3c(=O)[nH]2)CC1,-1,-1.5,10,8,-1,0.93,1,-1,-3
Cc1ccc(S(=O)(=O)N(C)c2ccc(OC(=O)CN3C(=O)NC4(CCCC4)C3=O)cc2)cc1C,1,-1.1,3,-2,-2,1,1,-3,-3
COc1ccc(C(=O)NC2(C(F)(F)F)N=C3SCCN3C2=O)cc1 (stereo unspecified),-3,-1.0,-1,2,0,0.98,1.1,-8,-6
Cc1ccc2c(c1)NC(=O)C(CC(=O)Nc1ccc(CN3CCC(C)CC3)cc1)O2 (stereo unspecified),0,-0.3,-5,13,-1,0.87,1,-5,-1
CCOC(=O)Nc1ccc2c(c1)N(C(=O)CCCl)c1ccccc1[S@]2=O,-5,-1.2,-7,2,-2,0.98,1.1,-8,-7
Cc1ccc(COc2coc(CO)cc2=O)cc1,0,0.9,1,24,-1,0.76,0.98,-5,2
COCCN(C(=O)C(F)(F)F)C(C(=O)NC1CCCCC1)c1ccco1 (stereo unspecified),0,0.5,1,1,1,0.99,1.1,1,-11
Cc1cc(Br)ccc1NC(=O)C1CCN(S(=O)(=O)c2cnc[nH]2)CC1,-1,-1.1,-4,-23,3,1.2,0.94,-10,6
COc1cc(OC)cc(-c2n[nH]c(=S)n2-c2ccc3c(c2)OCCO3)c1,5,0.8,-4,-10,0,1.1,0.99,33,1
CC1CCN(C(=O)Cn2nnc(-c3ccc(C(C)C)cc3)n2)CC1,-2,-0.2,-4,-4,0,1,0.96,-8,4
C[n+]1ccn(CC(=O)c2ccc(Cl)cc2)c1,0,-1.0,-1,-4,-1,1,0.93,-2,7
COc1cc(Cl)ccc1OCc1cc(C(=O)NCCCN2CCCC2=O)no1,-2,0.6,-1,-11,1,1.1,1.1,-3,-8
CC(O)CN1CCN(C(=O)CN2C(=O)NC(c3ccccc3)(c3ccccc3)C2=O)CC1 (stereo unspecified),0,-0.1,-4,7,-1,0.93,1.1,-5,-5
CCN(CC)S(=O)(=O)c1cc(NC(=O)c2ccc(Br)s2)ccc1C,-3,3.7,2,2,-3,0.98,0.97,3,3
CC(C)CC(=O)NC(=S)NCc1ccccc1,0,-1.2,-2,-5,-5,1.1,1,-4,-2
CC(C)C(=O)NC(=S)Nc1ccc(S(=O)(=O)NC(C)(C)C)cc1,-1,-2.2,-4,-7,0,1.1,0.94,-4,6
CCOc1ccc(N(CC(=O)NCCSc2ccccn2)S(=O)(=O)c2ccc(Cl)cc2)cc1,-5,1.4,0,2,-5,0.98,1.1,2,-10
COc1cc2ccc(=O)oc2c(O)c1OCC=C(C)C,-1,-0.9,-4,4,2,0.96,0.95,-2,5
O=C(NCc1cccnc1)c1ccc(NS(=O)(=O)c2ccc(F)cc2)cc1,3,-0.8,7,-21,0,1.2,0.97,-3,2
COc1cc(C(=O)Nc2ccc3c(c2)Cc2cc(NC(=O)c4cc(OC)c(OC)c(OC)c4)ccc2-3)cc(OC)c1OC,-2,1.2,-3,5,24*,0.95,1.2,-3,-16
COc1cccc(N(C(=O)C2CSC(=O)C2)C(C(=O)NC(C)(C)C)c2ccncc2)c1 (stereo unspecified),-3,-0.7,-1,-3,0,1,0.91,-3,9
COc1ccc(C)cc1NC(=O)CN(C)S(=O)(=O)c1cccs1,-3,-4.5,1,-17,3,1.2,1,-2,0
N#Cc1ccc(NC(=O)N2CCC(c3nc4c(nnn4Cc4cccc(Cl)c4)c(=O)[nH]3)CC2)cc1,-2,56*,-1,-6,4,1.1,1,-2,-3
O=C(Nc1cccc(F)c1)c1cc(S(=O)(=O)NCCC2=CCCCC2)ccc1F,-3,63*,-2,7,22*,0.93,0.83,-4,17
CC(C)=NNc1nc2c(c(=O)[nH]c(=O)n2C)n1CCc1ccccc1,-1,-0.9,1,-3,-1,1,0.64,-5,36
Cc1cnc(NC(=O)c2cncc(Br)c2)s1,-2,-0.2,3,-6,-1,1.1,1,1,-1
O=C1N(CN2CCOCC2)c2ccccc2C12OCC(CCl)O2 (stereo unspecified),5,-2.0,-6,1,-1,0.99,1,-9,-4
CCCc1ccc(-c2cc(N)n[nH]2)cc1,-3,1.6,-3,0,-2,1,0.94,-3,6
COc1cccc(-n2c(CN3CCN(Cc4ccccc4)CC3)nc3ccc([N+](=O)[O-])cc3c2=O)c1,0,·,0,3,·,0.97,0.93,-9,7
CCOC(=O)C1NN=C(C(=O)c2ccccc2)C1c1ccccc1 (stereo unspecified),0,1.6,-2,17,-16,0.83,1,-7,0
Cc1cc(C)n(C(C)Sc2ccccc2)n1 (stereo unspecified),3,-2.6,-3,-11,-4,1.1,1,-6,0
COc1ccccc1C(=O)Nc1ccc(NC(=O)C2CCCCC2)nc1,-1,2.2,1,-16,-1,1.2,1,-6,-5
Cn1nc(OC(=O)Nc2ccc(Cl)cc2)cc1C(F)(F)F,-1,·,-1,-6,·,1.1,1.4,-3,-43
Cc1ccc(NC(=O)C(C)NC(=O)OCc2ccccc2)cc1C (stereo unspecified),-4,2.7,-3,-1,-2,1,1.1,-2,-11
Cc1ccc2[nH]c(-c3cccc(F)c3)cc(=O)c2c1,-5,-1.2,0,25,-1,0.75,0.99,-12,1
Cc1[nH]c2ccc(C(=O)OCC(=O)NC3(C#N)CCCCC3)cc2c1C,0,0.3,3,-19,-5,1.2,1.1,-9,-10
CCOC(=O)/C(C#N)=C\C1=C(N2CCCC2)CC(C)(C)OC1,-1,-5.0,-2,-40,0,1.4,0.92,-7,8
O=C(O)CC/C(=N\Nc1ccccc1[N+](=O)[O-])c1cccs1,-4,5.6,3,16,-1,0.84,0.95,6,5
COc1ccc(-n2nc(C(=O)NCC(=O)N(C)Cc3ccccc3)c3ccccc3c2=O)cc1,0,-2.3,-1,3,-2,0.97,0.99,-7,0
O=C(CSc1nnc(-c2ccccc2)o1)Nn1cnnc1,-2,-1.5,-2,9,0,0.91,0.99,-4,0
O=C(O)c1cccc(NC(=S)NC(NC(=O)c2cccc([N+](=O)[O-])c2)C(Cl)(Cl)Cl)c1 (stereo unspecified),-6,3.5,-7,-26,-9,1.3,1.1,-6,-7
O=C(c1ccc(OC2CCN(Cc3ccccc3C(F)(F)F)CC2)cc1)N1CCCCC1,-7,0.5,-2,-14,19*,1.1,1,-10,-1
CCC(CC)C(=O)c1c[nH]c(C(=O)NCC2CCCO2)c1 (stereo unspecified),-2,-4.9,-5,-19,0,1.2,1,-8,0
O=C(Nc1ccnn1C1CCN(C/C=C/c2ccccc2)CC1)c1ccccc1Cl,-3,-1.5,11,-16,4,1.2,1.2,1,-15
Oc1ccc(Nc2ncnc3c2oc2ccccc23)cc1,-4,-0.3,2,-9,16*,1.1,0.96,0,4
Brc1ccc(C2=Nn3c(Cn4nnc5ccccc54)nnc3SC2)cc1,-3,4.6,-2,-2,-2,1,1,28,-2
COc1ccc(CCNC(=O)CN2C(=O)c3ccccc3C2=O)cc1,-1,0.6,-3,-3,7,1,1,-7,-1
COC(=O)C(NS(=O)(=O)c1cccc(S(=O)(=O)NC(C(=O)OC)c2ccccc2)c1)c1ccccc1 (stereo unspecified),3,-0.6,-3,5,-2,0.95,1,-6,0
COCCN(C(=O)CSc1nnc(C)n1Cc1ccccc1)c1c(N)n(Cc2ccccc2)c(=O)[nH]c1=O,-2,0.7,13,-9,-3,1.1,0.92,-5,8
# The list goes on:
SMILES,beta cell repl,MPTP inh,A3A deaminase,hIAP block,NR3A LBD binder,hIAP activ,mIAP activ,APOBEC3G inh,mIAP inh
CCOC(=O)c1ccccc1NC1CC(=O)N(c2ccccc2C)C1=O (stereo unspecified),2,0.5,2,14,0,0.86,0.97,-1,3
CCOCCOC(=O)c1cccc(NC(=O)OCC)c1,5,-1.3,0,4,2,0.96,0.94,-3,6
CCn1nnc(-c2ccccc2NS(=O)(=O)c2ccc(S(=O)(=O)N3CCCCCC3)cc2)n1,-3,2.2,0,20,1,0.81,0.94,-5,6
Cc1ccc(-n2c(CNc3ccc(F)cc3)nnc2SCC(=O)N2CCOCC2)cc1,-1,2.2,-8,-2,2,1,1.2,-7,-16
CCOC(=O)N1CCN(CC(=O)Nc2nc3ccc(OC)cc3s2)CC1,-3,-0.4,-5,-12,-2,1.1,1.1,4,-14
COCCSc1ccccc1C(=O)Nc1cc(C)cc(C)c1,-4,2.0,-7,-7,-1,1.1,1.1,-9,-7
CCc1oc2c(C)c(O)ccc2c(=O)c1-c1ccc2ccccc2n1,-3,-1.7,5,-8,-2,1.1,0.93,0,7
Cc1ccc(O)c(C(=O)c2cnn(C(=O)COc3ccccc3C#N)c2)c1,5,·,5,-2,·,1,0.95,-1,5
O=C(Cn1nnc2ccccc2c1=O)N1CCOCC1,-3,-1.2,-1,5,0,0.95,0.98,-5,2
CCOc1ccc(C(=O)O/N=C(\N)c2ccccn2)cc1OCC,-1,-2.5,0,-11,0,1.1,1.1,-7,-6
Cc1cc(OC(=O)c2c(F)cc(F)cc2F)nc(C)n1,-2,-1.4,1,12,0,0.88,0.99,3,0
O=C1OC(Nc2ccc(F)cc2F)c2ccccc21 (stereo unspecified),-1,-3.3,-3,19,1,0.81,0.95,-3,5
CS(=O)(=O)N1CCN(S(=O)(=O)c2ccccc2[N+](=O)[O-])CC1,0,-1.0,4,-11,-1,1.1,0.99,0,1
CNC(=O)c1nc(C)c(C2(C)CC(c3cccc([N+](=O)[O-])c3)=NO2)s1 (stereo unspecified),-2,-1.5,9,0,1,1,0.98,6,2
CC1=NN(S(=O)(=O)c2ccc(Cl)cc2Cl)C(=O)c2ccccc2O1,0,1.7,-2,-22,0,1.2,1.1,-4,-11
COc1cc2[nH]c(=O)n(CCCCCC(=O)N3CCN(c4ccccn4)CC3)c(=O)c2cc1OC,2,-1.0,2,-15,0,1.2,1,-2,-3
Cc1ccc(S(=O)(=O)N2CCC(C(=O)N[C@@H](C)C(=O)Nc3ccc4c(c3)OCO4)CC2)cc1,-3,0.4,-2,6,0,0.94,1.1,-2,-8
CC(=O)Nc1nc(CC(=O)c2ccccc2)cs1,2,-0.9,-3,-4,2,1,1.1,-15,-7
CN(C)c1ccc(C(=O)c2ccccc2C(=O)O)c(O)c1,-1,0.8,0,-12,-1,1.1,0.95,-7,4
Brc1ccc(CSc2ncn[nH]2)cc1,2,-2.7,-2,-9,1,1.1,1.1,-5,-5
O=C(CN(c1ccccn1)S(=O)(=O)c1ccccc1)Nc1ccccc1,1,1.4,2,5,0,0.95,0.92,-3,8

# Three entries already listed, arranged by the value under hIAP block, ascending:
Compound	hIAP block
O=C(NCc1cccnc1)c1ccc(NS(=O)(=O)c2ccc(F)cc2)cc1	-21
COc1ccc(CCNC(=O)CN2C(=O)c3ccccc3C2=O)cc1	-3
O=C1N(CN2CCOCC2)c2ccccc2C12OCC(CCl)O2 (stereo unspecified)	1
